# Source: PubChem BioAssay (National Center for Advancing Translational Sciences (NCATS))
# ALOX12 inh: ALOX12 (human) lipoxygenase inhibition; purified 12hLO, xylenol orange hydroperoxide absorbance; Potency, µM (series often up to 108 µM), inactives show at the top dose activity change, negative = inhibition, most hits filed as inhibitors; hit rate 1.1% among 580,000; AID 1671190; active means well fitted inhibition curve with a large enough effect; inconclusive means small, poorly fitted or top-dose-only effect, or another doubt; inactive means no such curve, though single readings can be large or run the other way
# Target sequence (P18054 whole entry, looked up): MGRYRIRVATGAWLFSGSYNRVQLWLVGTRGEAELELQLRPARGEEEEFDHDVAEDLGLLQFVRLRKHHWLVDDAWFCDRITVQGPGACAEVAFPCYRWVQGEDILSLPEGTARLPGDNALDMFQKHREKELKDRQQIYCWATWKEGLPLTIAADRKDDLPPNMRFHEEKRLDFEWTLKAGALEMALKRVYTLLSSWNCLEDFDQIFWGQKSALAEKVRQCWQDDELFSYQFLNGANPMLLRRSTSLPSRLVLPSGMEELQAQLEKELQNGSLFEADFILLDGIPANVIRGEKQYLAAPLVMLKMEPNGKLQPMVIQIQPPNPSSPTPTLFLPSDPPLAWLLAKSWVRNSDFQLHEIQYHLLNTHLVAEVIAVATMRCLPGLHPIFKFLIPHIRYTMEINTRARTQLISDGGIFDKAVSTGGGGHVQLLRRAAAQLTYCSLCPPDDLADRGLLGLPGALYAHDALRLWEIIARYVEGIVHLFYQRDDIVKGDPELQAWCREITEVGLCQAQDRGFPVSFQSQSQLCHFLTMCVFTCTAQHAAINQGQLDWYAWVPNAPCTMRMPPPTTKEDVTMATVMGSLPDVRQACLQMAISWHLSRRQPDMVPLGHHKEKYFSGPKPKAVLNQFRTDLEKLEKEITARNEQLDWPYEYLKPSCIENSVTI
#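 Purified human 12hLO at 150 nM in 25 mM Hepes, 0.01% Triton X-100, pH 7.0, preincubated 15 min at room temperature with compound. Reaction started with 40 uM arachidonic acid, 30 min at room temperature. Hydroperoxide measured by Fe-xylenol orange, 573/405 nm absorbance ratio.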
# Starred values were filed as active, the others as inactive; i = inactive; ? = inconclusive; [ ] = another dose, or the depositor's remark. On the % scale 0 is the no-effect control and ±100 the full control effect; potency means the concentration at half of the fitted maximal effect. These rows are one share of the data, so the mix of outcomes need not match the whole.
mol	ALOX12 inh
COc1cccc(CCC(=O)NCC23CCCC=C2N(C)C(=O)CC3)c1 (stereo not drawn)	42%[activator]
COc1ccc2c(c1)OCC(C(=O)NCc1nnnn1-c1ccccc1)C2 (stereo not drawn)	28%
CN1CCC(N(C)C(=O)C2CCN(C(=O)N3CC4CC(C3)[C@H]3CCCC(=O)N3C4)CC2)CC1 (stereo partly drawn)	43%[activator]
Cc1ccc2oc(/N=C(\N)NC(=O)c3ccccc3)nc2c1	44%[activator]
Cc1[nH]c2ccc(F)cc2c1CC(=O)NCC(F)(F)F	33%[activator]
O=C1CCc2c(Cl)cc(Cl)c(O)c21	5.6µM*
CC(OC(=O)c1cc2c(F)cccc2s1)C(=O)N1CCNC1=O (stereo not drawn)	10%
Cn1cc(C(=O)NCc2nnc3n2C(C(=O)NC2CC2)CC3)cn1 (stereo not drawn)	?
CCOc1ccc(-c2cc(C(=O)NN3CCN(C)CC3)c3cc(Cl)ccc3n2)cc1	-27%
O=[S+]1([O-])NC2(CCN(Cc3ccccn3)CC2)CNc2ccccc21	92%[activator]

# In a second layout: results already given
CCOc1ccc(-c2cc(C(=O)NN3CCN(C)CC3)c3cc(Cl)ccc3n2)cc1
  ALOX12 inh: -27%
O=[S+]1([O-])NC2(CCN(Cc3ccccn3)CC2)CNc2ccccc21
  ALOX12 inh: 92%[activator]

# Arranged by value in ALOX12 inh (low to high): some entries from above
mol	ALOX12 inh
CCOc1ccc(-c2cc(C(=O)NN3CCN(C)CC3)c3cc(Cl)ccc3n2)cc1	-27%
CC(OC(=O)c1cc2c(F)cccc2s1)C(=O)N1CCNC1=O (stereo not drawn)	10%
COc1ccc2c(c1)OCC(C(=O)NCc1nnnn1-c1ccccc1)C2 (stereo not drawn)	28%

# (list continues)
mol	ALOX12 inh
CN(C)C(=O)CNS(=O)(=O)c1cc(F)ccc1F	42%[activator]
Cc1cnn(CCC(=O)N2C[C@@H](CO)[C@H](c3nc(C4CC4)no3)C2)c1	7%
Cc1ccc(C)c(S(=O)(=O)N2CCN(C3CCN(Cc4cccnc4)C3=O)CC2)c1 (stereo not drawn)	?
CC(C)CC(=O)N1CCC(C(=O)N2CCCCCCNC(=O)CC2)CC1	50%[activator]
O=C1NCCOCCCN(C(=O)COc2ccccc2)[C@H]2CCCC[C@@H]12	25%
COCCNC(=O)[C@H]1C[C@H](Oc2ccccc2)CN1C(=O)CC1CCCC1	0%
CCN1c2cc(C(=O)Nc3ccc(C)c(Cl)c3)ccc2C(=O)N2CCCC21 (stereo not drawn)	-1%
O=C(Cn1nc2c(cc1=O)CCCC2)N1CCOCC1	12%
O=C1N(Cc2cccc(F)c2F)CCCC1(O)CNCc1cccc(F)c1 (stereo not drawn)	21%
Cc1ccnc(SC(C(=O)c2ccccc2)c2ccccc2)n1 (stereo not drawn)	4%
O=C(Nc1ccc(CC23CC4CC(CC(C4)C2)C3)cc1)c1ccc(Cl)cc1Cl	6%
Cc1ccc(S(=O)(=O)N2CC[C@@H](CC(=O)O)[C@@H](CCN(CCN3CCOCC3)c3ccccc3)C2)cc1	71%[activator]
CC(C)c1ccc(CNC(C)c2ccc(S(C)(=O)=O)cc2)cc1 (stereo not drawn)	55%
O=C(NCc1ccc(Cl)nc1)c1cnn2c1CN([S+](=O)([O-])c1cccc(C(F)(F)F)c1)CC2	7%[6.33 µM]
COc1ccc(-c2nn3c(COc4ccc(C)cc4)nnc3s2)cc1OC	-17%
CC(C)CNc1ncnc2c1CN(C1CNC1)C(=O)CN2C	?
N#C/C(=C\c1ccc(-c2ccccc2Cl)o1)c1ccccc1	5%
Cc1ccccc1OCC(=O)N1CCC(c2nc3ccccc3o2)CC1	-10%
Oc1ccccc1CN1CCC[C@H]1c1nc(-c2ccc(N3CCOCC3)nc2)no1	24%[176 µM]
COCCN1C(=O)c2ccccc2C(C(=O)Nc2ccc(C)cc2Cl)C12CCCC2 (stereo not drawn)	-12%

# Reformatted field by field: part of the list above
Cc1ccc(S(=O)(=O)N2CC[C@@H](CC(=O)O)[C@@H](CCN(CCN3CCOCC3)c3ccccc3)C2)cc1
  ALOX12 inh: 71%[activator]
O=C(Nc1ccc(CC23CC4CC(CC(C4)C2)C3)cc1)c1ccc(Cl)cc1Cl
  ALOX12 inh: 6%
N#C/C(=C\c1ccc(-c2ccccc2Cl)o1)c1ccccc1
  ALOX12 inh: 5%
CC(C)c1ccc(CNC(C)c2ccc(S(C)(=O)=O)cc2)cc1 (stereo not drawn)
  ALOX12 inh: 55%

# The list goes on.
mol	ALOX12 inh
CC(C)CNC(=O)NC(=O)CSc1nnc(-c2ccc(C(C)(C)C)cc2)n1Cc1ccco1	?
Cc1cc(-c2csc(N)n2)c(C)n1-c1c(C)n(C)n(-c2ccccc2)c1=O	-27%
Nc1[nH]c(C(=O)c2ccc(Br)cc2)c(-c2ccccn2)c1C(=O)NCCc1c[nH]c2ccccc12	?
CC(C)NC(=O)N1CCN(c2ccc(Cl)nn2)C(=O)C1	12%[6.33 µM]
CC(C)c1nc2c(c(-c3ccc(Cl)cc3)n1)CN([S+](=O)([O-])c1cccc(C(F)(F)F)c1)CC2	56%[activator]
O=C1NC2CCCCC2=C1CC(=O)N1CCOCC1 (stereo not drawn)	15%
Cc1c(C(=O)NCC(c2ccsc2)N(C)C)oc2ccc(Br)cc12 (stereo not drawn)	-8%
C#Cc1cccc(Nc2ncnc3cc(OCCOC)c(OCCO)cc23)c1	-28%[57.4 µM]
Cc1cc(C(=O)Nc2ccc(SC3CCCC3)cc2)c(C)o1	?
CN(C(=O)CSc1nnc(Nc2ccccc2F)s1)c1ccccc1	?
CNC(=O)NC(=O)C(C)Sc1ncc(-c2ccc(F)cc2)n1CC(C)C (stereo not drawn)	40%
CCN(CC)S(=O)(=O)c1ccc(N(C)CCOc2ccc(Br)cc2)nc1	-1%
COc1ccc(CN2C(=O)CN(S(C)(=O)=O)CC2(C)C(=O)NCc2ccccc2)cc1OC (stereo not drawn)	-37%
O=C(Nc1ccccc1)N1c2ccccc2Sc2ccccc21	-24%
Cc1cc(C(=O)Nc2ccccc2-c2nc(CNC(=O)c3ccc(F)cc3F)c(C)o2)c(C)o1	1%
CC(C)C1=NOC2(CCN([S+](=O)([O-])c3cccs3)C2)C1 (stereo not drawn)	5%[6.33 µM]
COc1cccc(Nc2ncc3c(n2)C(C)(C(=O)Nc2ccc(OC)nc2)CC3)c1 (stereo not drawn)	-1%[176 µM]
COc1ccc(C)cc1NC(=O)C(C)N1CCN(S(=O)(=O)Cc2ccccc2)CC1 (stereo not drawn)	3%
O=C(Nc1ccccc1)C1CCCN1c1ncnc2ccccc12 (stereo not drawn)	28%
CC(=O)N1CCC[C@@]2(CCN(c3ccncc3)C2)C1	4%[57.4 µM]

# Later entries:
smiles,ALOX12 inh
COc1ccc(CC2CCOC3(CCN(C(=O)Nc4ccccc4F)CC3)C2)cc1 (stereo not drawn),18%
N#Cc1cccnc1Oc1ccccc1CN1CCCCC1,-1%
COc1cccc(-c2cc3c(=O)n(CCNC(=O)Cc4cccs4)ccn3n2)c1,20%
CCOc1cc(S(=O)(=O)NCCO)ccc1Br,?
COc1ccc([C@@H]2C[C@@H](c3ccccc3)Oc3c(C)ccc(C(C)C)c32)cc1,11%
CCN1CC(c2ccccc2)CC2(CCN(C(=O)c3ccc(C)nc3)CC2)C1 (stereo not drawn),-15%
O=C(Nc1ccc2c(c1)C(=O)N1CCC[C@H]1C(=O)N2)c1cc(-c2ccccc2)n[nH]1,0%
O=C(Nc1ccccc1)C1=NO[C@@H]2CN(Cc3ccc(O)c(Cl)c3)C[C@H]12,1%[176 µM]
Cc1ccc(C(=O)N2CCC(N3C(=O)C4(CCCCC4)C3c3ccncc3)CC2)s1 (stereo not drawn),-2%
O=C(Nc1ccc(-c2nnc3n2CCCC3)cc1)c1ccccc1,48%
O=C(Nc1ccccc1Sc1ccccc1)C1CC=CCC1 (stereo not drawn),-3%
COc1ccccc1-c1[nH]ncc1CN1CCCCCNC(=O)[C@@H]2CCC[C@@H]21,i
CN1CCC(N2C[C@@H]3C[C@H]2C(=O)N(Cc2cccnc2)c2ccccc2O3)CC1,28%[176 µM]
O=C(NCc1ccncc1)c1cc(=O)c2ccccc2o1,1%
COc1ccc(-c2onc(C)c2C(=O)N2CCC(Cc3ccc(F)cc3)CC2)cc1,-12%
CN(CC[C@H]1CN(C(=O)c2ccnc(Cl)c2)CC[C@H]1CC(=O)O)c1ccccc1,?
CN(C(=O)Cn1cc(C#N)c2ccccc21)C1CCCCC1,?
CN(C(=O)Nc1ccc(Cl)cc1)C1CCCc2ccccc21 (stereo not drawn),0%[176 µM]
CON(C)C(=O)N1N=C(c2cc(F)ccc2F)S[C@]1(CCCN)c1ccccc1,40%[activator][57.4 µM]
Cc1ccc(C(=O)Nc2ccc(C(C)C)cc2)c(Cl)c1,6%
COc1ccc(NC2(c3nnnn3-c3ccc(OC)c(OC)c3)CCCCC2)cc1OC,-3%
O=C(c1ccc(OC2CCN(C(=O)c3ccc(F)cc3)CC2)nc1)N1CCOCC1,14%
O=C(NCc1nnc2ccc(-c3ccc(F)cc3)nn12)c1ccc(F)cc1Cl,10%
CC(C)c1ccc(SC(C(=O)O)c2ccccc2)cc1 (stereo not drawn),-27%
COc1ccc(-n2nc(C)c3c2NC(=O)CC3c2ccc(OC)c(OC)c2)nn1 (stereo not drawn),-27%
CCOc1cccc(-c2nnc3n2N=C(c2ccc4c(c2)OCO4)CS3)c1,?
CCNc1ncc2nc(-c3cccs3)c(=O)n(C[C@H]3CCCO3)c2n1,?
CCOc1ccc(Oc2ccccc2NC(=O)Cc2nc(-c3ccccc3)oc2C)cc1,?
O=C1CC2CCN(Cc3ccc(F)cc3)CC2CCN1 (stereo not drawn),6%[12.5 µM]
NC(=O)c1nc(CN2CCCC(C(=O)Nc3cccc(-n4cccn4)c3)C2)no1 (stereo not drawn),12%
COc1ccc(C(=O)N2CCC3(CC2)C(=NC2CCCCC2)NC(=O)N3c2cc(F)cc(F)c2)cc1,2%[6.33 µM]
COCCN1C(=O)CSC12CCN(C(=O)Nc1ccccc1C)CC2,33%
Cc1cccc(-n2nc(-c3c(C)nc4scc(CC(=O)NCCC(C)C)n4c3=O)cc2C)c1C,73%[activator]
C=CCNC(=O)CN1CCN(C(=O)Cn2c(C)cc3ccccc32)CC1,?
COc1ccc(COC(=O)C2=C(C)NC3=C(C(=O)CCC3)C2c2ccccc2Br)cc1 (stereo not drawn),?
C#CCNC(=O)[C@@H]1Cc2cn(CC3CC3)c3cccc(c23)[C@H](CC(C)C)N1,33%[activator][176 µM]
O=C(c1ccc(F)c(F)c1)N1CCC2(CC1)NC(=O)N(Cc1ccccc1)C2=O,22%
O=C(c1ccccc1F)N1CCC2(CC1)CC(=O)N(c1ccccc1)c1ccccc1O2,?
COc1ccc(Oc2ncc3nc(-c4cc(F)cc(F)c4)c(=O)n(CCC#N)c3n2)cc1,15%
O=C(Nc1ccccc1)C(c1ccccc1)N1CCN(C(=O)C2CC2)CC1 (stereo not drawn),8%
CCCCN(Cc1ccccc1)c1ccc(NS(=O)(=O)c2cccs2)cc1C(=O)O,?
CC(C)Cc1cc(C(=O)N2CCc3[nH]nc(-c4ccccc4F)c3C2)n(C)n1,62%[activator]
Brc1ccc(-c2noc(Cc3cccs3)n2)o1,25µM*
O=C(O)c1ccc(O)c2ncc(N3CCOCC3)cc12,-48%[57.4 µM]
Cc1nc2c(c(-c3ccc(O)cc3)n1)CN(CC1CC1)CC2,6%[176 µM]
O=C(O)c1cccc(S(=O)(=O)NCC(F)(F)F)c1,?
COc1ccc2cc(C(=O)N3CCCC(NC(=O)C(C)C)C3)c(C)nc2c1 (stereo not drawn),36%[activator]
O=C(CSc1nc2ccccc2o1)OCC(=O)N1CCCC1,-12%
CCOc1ccc(NC(=O)C(c2ccccc2)c2ccccc2)c2cccnc12,-9%
Cn1c(=O)c2[nH]c(CN3CCN(c4ccccc4)CC3)nc2n(C)c1=O,37%[activator]

# (continued)
smiles,ALOX12 inh
COc1cccc(N2C(=O)NC(=NC3CCCCC3)C23CCN(Cc2ccsc2)C3)c1 (stereo not drawn),9%
Cc1ccccc1C1=NN(S(=O)(=O)c2ccc(F)cc2)C(c2ccc3nccnc3c2)C1 (stereo not drawn),17%
O=C(C[C@H]1C=C[C@@H](NS(=O)(=O)c2ccccc2)[C@@H](CO)O1)NCc1ccc(Cl)c(Cl)c1,-66%
CC(=O)Nc1ccc(CC(=O)N2CCc3c(nc4cc(-c5ccccc5)[nH]n4c3=O)C2)cc1,?
COc1cc([N+](=O)[O-])ccc1-c1ccc(/C=N/NC(=O)c2ccccc2O)o1,-20%
O=C(NC1CC1)c1ccccc1OCC1CCCN(C2CCCCC2)C1 (stereo not drawn),9%
O=C(c1cccnc1)N1CCC2(CC1)CC(OCC1CC1)CCO2 (stereo not drawn),15%
O/N=C/c1ccc(Cl)c(Cl)c1,-10%
CCOC(=O)C(NC(=O)c1ccc(OC)cc1)(Nc1ccc(OC)cc1)C(F)(F)F (stereo not drawn),9%
CCCCn1nc(C(=O)N[C@@H](Cc2ccccc2)C(=O)O)c2ccccc2c1=O,-27%
O=C(Cc1ccc(OC(F)(F)F)cc1)N1CCC(c2n[nH]c(=O)n2-c2ccccc2)CC1,?
CCc1nnc(CN2CCC(N3CCCC(C(=O)N4CCOCC4)C3)CC2)o1 (stereo not drawn),82%[activator]
C=CCN1CCN(c2nc3c(c(=O)[nH]c(=O)n3C)n2Cc2cc(C)ccc2C)CC1,3%
Cc1ccc(-c2cc(C)c(C)cc2C)nc1,44%[activator]
